# Bioassay records from PubChem.
# ALDH1A1 block – qHTS Assay for Inhibitors of Aldehyde Dehydrogenase 1 (ALDH1A1) | Aldehyde dehydrogenase 1A1 (Homo sapiens), P00352 | Purified ALDH1A1, NADH fluorescence, propionaldehyde substrate | Potency, µM (series often up to 75.3 µM), without a hit: top-dose activity, negative = inhibition, most hits filed as inhibitors | AID 1030, 2008 | 7.3% of 220,000 active; active = well fitted inhibition curve with a large enough effect, not every such curve was filed as active; inconclusive = small, poorly fitted or top-dose-only effect, or another doubt; inactive = no such curve, though single readings can be large or run the other way;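 note: plate controls were no enzyme wells and a reference inhibitor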
# JMJD2E inh – qHTS Assay for Inhibitors of Human Jumonji Domain Containing 2E (JMJD2E); JMJD2E catalytic domain, FDH-coupled NADH fluorescence (FDH is formaldehyde dehydrogenase); 1.6% of 230,000 active; Potency, µM (titrated, usually from 57.1 µM), without a hit: top-dose activity change, negative = inhibition, most hits filed as inhibitors; active = well fitted inhibition curve with a large enough effect, not every such curve was filed as active; inconclusive = small, poorly fitted or top-dose-only effect, or another doubt; inactive = no such curve, though single readings can be large or run the other way;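 note: 0% = wells with enzyme and -100% = buffer wells without enzyme; nearly all actives have a fitted effect of over 50% in size; many of its hits are not listed in these tables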
# Target sequence (B2RXH2 1-337 limits assumed): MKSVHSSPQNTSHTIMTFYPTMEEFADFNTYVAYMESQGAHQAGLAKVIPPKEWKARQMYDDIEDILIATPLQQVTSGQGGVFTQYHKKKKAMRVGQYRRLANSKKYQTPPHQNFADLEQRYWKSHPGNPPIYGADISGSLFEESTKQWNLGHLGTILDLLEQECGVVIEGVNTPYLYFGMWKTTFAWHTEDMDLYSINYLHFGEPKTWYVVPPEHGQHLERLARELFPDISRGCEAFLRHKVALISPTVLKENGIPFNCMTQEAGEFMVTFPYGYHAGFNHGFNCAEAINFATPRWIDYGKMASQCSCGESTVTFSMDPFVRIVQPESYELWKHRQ
# SMN2 splice up – qHTS Assay for Enhancers of SMN2 Splice Variant Expression; HEK293 SMN2-luciferase splicing reporter, luminescence, 30-36 h; Potency, µM (doses to about 46.1 µM), without a hit: at the highest dose activity change, positive = activation, most hits filed as activators; 2.8% of 210,000 active; AID 1458, 2008; note: % of control where 0% means no effect; nearly all actives have a fitted effect of over 55% in size
#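 qHTS luciferase splicing reporter: luminescence rises when SMN2 exon 7 is included in transfected HEK293 cells. Compound exposure lasted 30-36 h at 37C, with 4.5 mM final sodium butyrate as control, followed by a ONE-Glo read.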
# HTT ATP protect – qHTS Multiplex Assay to Identify Dual Action Probes in a Cell Model of Huntington: Cytoprotection (ATP). Potency, µM (highest dose often 56.4 µM), without a hit: cytoprotection (ATP increase), usual class: activators. PC12 HTT-Q103 induced, cytoprotection, ATP luminescence, 40 h. 0.14% of 230,000 active;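 note: % of control where 0% means no effect; nearly all actives have a fitted effect of over 45% in size; toxic huntingtin expression switched on by the ecdysone agonist tebufenozide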
#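 Rat PC12, Q103 Htt exon1-GFP fusion, ecdysone promoter; tebufenozide inducer 100 nM final; compound titration; qHTS, 1500 cells/well; ATPlite luminescent read.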
# Tau ThT inhib – qHTS for Inhibitors of Tau Fibril Formation, Thioflavin T Binding. Microtubule-associated protein tau (Homo sapiens), P10636. recombinant tau K18 P301L, heparin-induced fibrillization, ThT fluorescence. 2.1% of 270,000 active. Potency, µM (doses to about 57.4 µM), for inactives: top-dose activity, negative = inhibition, usual class: inhibitors; note: % is set by controls: 0 for no effect and ±100 for the full control effect; nearly all actives have a fitted effect of over 55% in size
# Target sequence (P10636 561-689 P618L limits assumed): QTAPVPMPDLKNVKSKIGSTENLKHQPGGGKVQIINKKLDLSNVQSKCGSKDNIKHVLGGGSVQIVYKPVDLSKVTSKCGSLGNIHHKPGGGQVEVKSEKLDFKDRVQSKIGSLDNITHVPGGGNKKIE
#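 Aggregation was driven by heparin (20 uM final) acting on recombinant tau […] bearing P301L in 100 mM sodium acetate pH 7; fibrils were detected with Thioflavin T.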
# HttQ103 aggreg – qHTS Multiplex Assay to Identify Dual Action Probes in a Cell Model of Huntington: Aggregate Formation (GFP); Potency, µM (doses to about 46.1 µM), without a hit: top-dose activity change, negative = inhibition, most hits filed as inhibitors; PC12 HttQ103-GFP aggregates, Acumen cytometry, 40 h; 1.1% of 220,000 active; AID 1688, 2009; note: % is set by controls: 0 for no effect and ±100 for the full control effect; nearly all actives have a fitted effect of over 60% in size
#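 PC12 cells stably carrying ecdysone-inducible HTT exon 1 Q103–GFP were induced with tebufenozide (100 nM final) and treated with library compounds in titration. GFP aggregates in lysates were counted by laser scanning cytometry.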
# Tau fluor cs – Counterscreen qHTS for Inhibitors of Tau Fibril Formation, Fluorescence Polarization; 0.93% of 280,000 active; tau K18 P301L Alexa594 fluorescence, heparin fibrillization; Potency, µM (series often up to 57.7 µM), without a hit: at the highest dose activity change, negative = decrease; AID 1463, 2008; note: % is set by controls: 0 for no effect and ±100 for the full control effect; nearly all actives have a fitted effect of over 55% in size
#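 Human tau K18 P301L (15 uM unlabeled, 0.24 uM Alexa 594-labeled) in 100 mM sodium acetate pH 7 with 20 uM heparin, 6 hr at 37 C. ThT 30 uM added, 1 hr ambient; Alexa 594 FP and total fluorescence read at 555/632 nm.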
# Tau fibril FP – qHTS for Inhibitors of Tau Fibril Formation, Fluorescence Polarization; Microtubule-associated protein tau (Homo sapiens), P10636; K18 P301L tau heparin fibrillization, Alexa594 FP, 6 h; Potency, µM (titrated, usually from 57.7 µM), inactives show at the highest dose activity, negative = inhibition, hits mostly inhibitors; 0.39% of 280,000 active; note: % is set by controls: 0 for no effect and ±100 for the full control effect; nearly all actives have a fitted effect of over 55% in size
#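 Steps: dispense K18 P301L tau (15 uM plus 0.24 uM Alexa 594 tracer, final) in pH 7 sodium acetate; add compound; add heparin (20 uM final); incubate 6 hr, 37 C; add ThT (30 uM final); after 1 hr ambient, read FP.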
# Starred values were filed as active, the others as inactive; ? = inconclusive; / = no result given; [ ] = another dose, or the depositor's remark. Unless noted, calls come from the whole dose curve; as a rule, active = well fitted curve in the direction sought with a large enough effect; inconclusive = small, poorly fitted or top-dose-only effect, or another doubt; inactive = no such curve, though single readings can be large; an effect the other way counts as inactive or inconclusive. Potency is the fitted concentration of half-maximal effect. A portion of the library; rates above refer to the full screens.
# Labels used below: A = ALDH1A1 block; B = JMJD2E inh; C = SMN2 splice up; D = HTT ATP protect; E = Tau ThT inhib; F = HttQ103 aggreg; G = Tau fluor cs; H = Tau fibril FP
C=CCn1c(N/N=C/c2ccc(O)cc2)nc2ccccc2c1=O
  A: ?	B: -7.5%	C: -1.4%	D: -117.6%[inhibitor]	E: -16.6%	F: -19.6%	G: 15.8µM*[quencher]	H: ?
COc1ccc(C(=O)Nc2ccc(S(=O)(=O)N3CCCCC3C)cc2)c(OC)c1OC (stereo unspecified)
  A: 17.8µM*	B: ?	C: -18.0%	D: -26.2%	E: -4.8%	F: ?	G: -9.6%	H: -0.7%
COc1ccc(C2C(C(=O)Nc3cccnc3)=C(C)Nc3nc(-c4ccccc4)nn32)cc1OC (stereo unspecified)
  A: /	B: /	C: -13.3%	D: /	E: -11.9%	F: /	G: -9.4%	H: -1.7%
Cc1cccc(C)c1NC(=O)C1CCCNC1 (stereo unspecified)
  A: -2.3%	B: 25.3%	C: /	D: -4.6%[10 µM]	E: -6.8%	F: -3.8%	G: 3.7%	H: 3.1%
Cc1ccc(C)c(NC(=O)c2ccccc2C(=O)c2ccccc2)c1
  A: 4.2%	B: -0.3%	C: -14.6%	D: -10.4%	E: -14.8%	F: -31.7%	G: 5.1%	H: 5.1%
CC1CCN(CCNC(=O)c2ccc(Cn3c(SCc4ccccc4)nc4cccnc43)cc2)CC1
  A: /	B: /	C: 1.8%	D: /	E: 1.0%	F: /	G: -4.6%	H: 2.5%
COc1cc(OC)c(NC(=O)c2c(C)oc3ncn(C)c(=O)c23)cc1Cl
  A: /	B: /	C: 2.3%	D: /	E: -7.2%	F: /	G: -14.6%	H: -3.7%
CCOC(=O)N1CCc2c(sc3c2c(=O)n(Cc2ccccc2)c(=O)n3CC(=O)Nc2ccccc2F)C1
  A: /	B: /	C: -14.4%	D: /	E: -0.5%	F: /	G: -23.2%	H: ?
Cc1nnc(NC(=O)CSc2ccc(-c3ccccn3)nn2)s1
  A: ?	B: -111.5%	C: 16.2%	D: 8.5%	E: ?	F: -11.5%[9.22 µM]	G: -13.5%	H: -15.4%

# An excerpt of these results, as labelled records:
SMILES: C=CCn1c(N/N=C/c2ccc(O)cc2)nc2ccccc2c1=O
- ALDH1A1 block = ?
- JMJD2E inh = -7.5%
- SMN2 splice up = -1.4%
- HTT ATP protect = -117.6%[inhibitor]
- Tau ThT inhib = -16.6%
- HttQ103 aggreg = -19.6%
- Tau fluor cs = 15.8µM*[quencher]
- Tau fibril FP = ?

SMILES: COc1cc(OC)c(NC(=O)c2c(C)oc3ncn(C)c(=O)c23)cc1Cl
- ALDH1A1 block = /
- JMJD2E inh = /
- SMN2 splice up = 2.3%
- HTT ATP protect = /
- Tau ThT inhib = -7.2%
- HttQ103 aggreg = /
- Tau fluor cs = -14.6%
- Tau fibril FP = -3.7%

SMILES: CC1CCN(CCNC(=O)c2ccc(Cn3c(SCc4ccccc4)nc4cccnc43)cc2)CC1
- ALDH1A1 block = /
- JMJD2E inh = /
- SMN2 splice up = 1.8%
- HTT ATP protect = /
- Tau ThT inhib = 1.0%
- HttQ103 aggreg = /
- Tau fluor cs = -4.6%
- Tau fibril FP = 2.5%

SMILES: COc1ccc(C2C(C(=O)Nc3cccnc3)=C(C)Nc3nc(-c4ccccc4)nn32)cc1OC (stereo unspecified)
- ALDH1A1 block = /
- JMJD2E inh = /
- SMN2 splice up = -13.3%
- HTT ATP protect = /
- Tau ThT inhib = -11.9%
- HttQ103 aggreg = /
- Tau fluor cs = -9.4%
- Tau fibril FP = -1.7%

# Three compounds from above, ordered by the value under Tau fibril FP, largest number first:
smiles | Tau fibril FP
Cc1ccc(C)c(NC(=O)c2ccccc2C(=O)c2ccccc2)c1 | 5.1%
CC1CCN(CCNC(=O)c2ccc(Cn3c(SCc4ccccc4)nc4cccnc43)cc2)CC1 | 2.5%
COc1ccc(C(=O)Nc2ccc(S(=O)(=O)N3CCCCC3C)cc2)c(OC)c1OC (stereo unspecified) | -0.7%
